Rad51 HR inh – Rad51 (human) homologous recombination inhibition; Q06609; hRad51 DNA strand exchange, fluorescence dequenching; inhibition, % at 10 µM; 200,000 compounds, 0.085% hits;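 active = inhibition above 40% at the single screening dose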;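 also: 0% = DMSO control wells and 100% = blanks with heterologous ssDNA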
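Material: hRad51 filaments on single-stranded DNA; Reagent: Donor/quencher-labelled 47-bp dsDNA substrate; Compound: 10 µM final, single point; Schedule: 37 °C 15-min filament assembly, 30-min compound preincubation, 15-min exchange; Technique: FRET fluorescence, excitation 485 nm, emission 520 nm; Benchmarks: control wells and blank wells on each plate.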
PERK inhibitor – inhibitors of human PERK kinase; CHO PERK-DD fusion, SEAP luminescence translation reporter; Q9NZJ5; inhibition, % at 5.6 µM; 220,000 compounds, 0.17% hits;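 active = inhibition above the mean inhibition of all tested compounds plus 3 SD, set separately per screening campaign, cut at about 2.9% in these data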;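 also: PERK kinase domain activated by AP20187 dimerizer at 100 nM; 0% = DMSO with dimerizer and 100% = rapamycin at 8.4 µM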
FXIa inh – blocks human coagulation factor XIa protease activity; P03951; purified FXIa, Boc-Glu-Ala-Arg-AMC fluorogenic substrate; inhibition, % at 5 µM; 220,000 compounds, 0.14% hits;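 active = inhibition of at least 40%; inactive = inhibition below 40%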;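 also: fluorescence of freed AMC excited at 355 nm; 0% = enzyme without compound and 100% = no enzyme blank; many of its hits are not listed in these tables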
Target sequence (P03951 19-387 limits assumed): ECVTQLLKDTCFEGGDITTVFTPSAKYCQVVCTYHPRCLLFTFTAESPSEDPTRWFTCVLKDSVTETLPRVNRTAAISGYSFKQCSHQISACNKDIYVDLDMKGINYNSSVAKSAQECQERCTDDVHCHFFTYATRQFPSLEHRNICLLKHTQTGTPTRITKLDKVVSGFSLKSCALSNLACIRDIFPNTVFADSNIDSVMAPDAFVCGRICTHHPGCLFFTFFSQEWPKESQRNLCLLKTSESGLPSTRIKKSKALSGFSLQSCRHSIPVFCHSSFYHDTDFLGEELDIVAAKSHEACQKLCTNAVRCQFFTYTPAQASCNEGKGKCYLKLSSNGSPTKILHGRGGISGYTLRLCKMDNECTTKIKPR
Target sequence (P03951 388-625 limits assumed): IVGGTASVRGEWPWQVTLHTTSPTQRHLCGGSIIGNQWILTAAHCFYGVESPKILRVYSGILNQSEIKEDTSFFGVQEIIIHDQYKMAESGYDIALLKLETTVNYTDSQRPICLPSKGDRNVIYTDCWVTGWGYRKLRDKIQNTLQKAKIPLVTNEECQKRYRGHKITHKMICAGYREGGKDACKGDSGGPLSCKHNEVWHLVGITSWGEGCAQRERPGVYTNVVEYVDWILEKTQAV
FXIIa inh – inhibitors of human coagulation factor XIIa. purified FXIIa, Boc-QGR-AMC fluorogenic substrate, 2 h. inhibition, % at 5 µM. 220,000 compounds, 0.3% hits. AID 800; in the data active = inhibition above about 40%;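 also: 0% = enzyme with no compound and 100% = blank without enzyme; many of its hits are not listed in these tables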
hK5 inh – kallikrein 5 (human) inhibition | Q9Y337 | recombinant hK5, fluorogenic AMC substrate cleavage | inhibition, % at 5 µM | 210,000 compounds, 0.59% hits;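 active = inhibition of 40% or more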;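 also: 0% = enzyme controls without compound and 100% = no-enzyme blanks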
Target sequence (Q9Y337 67-293 limits assumed): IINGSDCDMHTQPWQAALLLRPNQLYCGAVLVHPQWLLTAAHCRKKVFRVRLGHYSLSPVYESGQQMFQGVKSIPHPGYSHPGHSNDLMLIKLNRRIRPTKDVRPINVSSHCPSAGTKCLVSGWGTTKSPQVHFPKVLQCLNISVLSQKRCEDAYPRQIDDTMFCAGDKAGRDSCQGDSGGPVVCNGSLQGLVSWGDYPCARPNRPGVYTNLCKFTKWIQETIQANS
KCC2 mod – modulators of human KCC2 chloride dependent transport. AID 1456. B-score of Tl+ flux slope (higher = more flux/activation; lower = inhibition) at 10 µM. Q9H2X9. 190,000 compounds, 2.2% hits. KCC2 cells, thallium flux FluoZin-2 fluorescence;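 active = thallium flux slope and its plate-corrected score both differing from the plate sample mean at a set confidence after two filtering rounds, in either direction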;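 also: slope of fluorescence scaled to starting intensity during 10 to 20 s after thallium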
thrombin 1536 – blocks human thrombin protease activity | alpha-thrombin, Boc-VPR-AMC fluorogenic substrate cleavage | inhibition, % at 5 µM | 220,000 compounds, 0.26% hits;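 active = inhibition at or above 40%; inactive = inhibition below 40%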;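 also: 0% = enzyme with no compound and 100% = wells without enzyme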
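System – human alpha-thrombin protein · Reagent – Boc-VPR-AMC substrate, 15 µM final · Compound – 5 µM single dose in 0.2% DMSO · Schedule – reaction at room temperature · Technique – AMC fluorescence at 355 nm excitation and 460 nm emission · Read-out basis – % inhibition relative to enzyme controls and enzyme-free blanks · Control set – no-compound enzyme wells and no-enzyme blanks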
Furin inh – blocks human furin protease activity; purified furin, fluorogenic substrate cleavage; inhibition, % at 30 µM; 220,000 compounds, 0.061% hits; in the data active = inhibition above about 25%; also: inactives centre near -15
m-calpain inh – blocks pig calpain II enzyme activity | purified calpain II, fluorogenic peptide substrate, 30 min | inhibition, % at 16 µM | 220,000 compounds, 0.37% hits | AID 1236;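 active = inhibition above about 50%, limit read from the data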
An asterisk follows results filed as active; i = inactive; x = no result given; [ ] = remark or other dose.

SMILES	Rad51 HR inh	PERK inhibitor	FXIa inh	FXIIa inh	hK5 inh	KCC2 mod	thrombin 1536	Furin inh	m-calpain inh
Cn1c(SCC(=O)Nc2nccs2)nnc1-c1ccco1	x	0.6	6	9	-8	-1.3	0	-27[20 µM]	9
O=C(NCC(=O)N(CC1CCCO1)C1(C(=O)NC2CCCCC2)CCCCC1)c1ccccc1 (stereo not drawn)	0	-0.6	-4	20	-11	-0.13	-9	-5[20 µM]	-9
COc1ccc(N2CCN(CCNC(=O)c3nnc(Cc4c(F)cccc4Cl)o3)CC2)cc1	1	-0.8	2	17	-5	0.068	3	-31	-1
Cc1cnc(NC(=O)C2CCCO2)s1 (stereo not drawn)	1	0.2	-2	11	-1	0.93	3	-13[20 µM]	10
CC(OC(=O)c1ccccc1NS(=O)(=O)c1cccc(C(F)(F)F)c1)C(=O)N(C)Cc1ccccc1 (stereo not drawn)	0	-0.6	-7	6	-4	-3.1	-14	1	23
CCCN1C2CCCC1CC(NC(=O)c1ccccc1F)C2 (stereo not drawn)	1	-0.2	-4	2	-7	0.019	-5	-23[20 µM]	-11
COc1ccc(C2N3CC4(C)CN2CC(C)(C3)C4=O)cc1OC (stereo not drawn)	-2	1.4	16	32	61*	x	17	-32	-17
O=C(O)c1cccc(Cn2c(Cl)c(/C=N/NC(=O)c3cc4ccccc4cc3O)sc2=O)c1	-1	1.0	13	11	5	-1	3	-13	59*
Cc1cc(C(=O)COC(=O)c2n[nH]c3ccccc23)c(C)n1C	3	-0.2	5	21	6	-1.3	22	-22[20 µM]	0
O=C(Nc1ccccc1N1CCCCC1)c1cccc(F)c1	-10	0.1	-2	2	-17	x	-6	-12[20 µM]	13
COc1ccc2[nH]c3c(=O)n(CCCN4CCOCC4)cnc3c2c1	6	-0.4	-4	0	-4	0.2	-9	-22	-201
Cn1nc(-c2ccccc2)c(C(=O)NCC(=O)O)c1Cl	11	0.6	-1	6	-2	0.68	-6	-25	18
Cc1csc(Nc2ccc(Cl)cc2)[n+]1-c1ccc(Cl)cc1	-7	0.0	-5	x	0	1.1	-7	-10	40
COc1cc(NC(=O)c2ccco2)c(OC)cc1NC(=O)Nc1cccc(Cl)c1	-3	0.5	5	7	46*	x	18	-25	i
COc1ccc2c(c1)[nH]c1c(=O)n(CCN(C)C)cnc12	3	0.2	0	11	0	x	2	-16[20 µM]	9
COCCn1c(SCC(=O)OC(C)C)nnc1-c1ccccc1	-1	0.5	14	-5	-24	-0.021	-4	-18[20 µM]	-4
CCN(CC)C(=O)Cn1cc(SCC(=O)NCc2ccco2)c2ccccc21	2	0.4	-5	4	-7	0.11	-8	-26	-38
COc1ccc(N2CC(C(=O)NC3=NCCS3)CC2=O)cc1 (stereo not drawn)	-1	-0.1	-5	2	1	-0.33	-11	-9	39
CCn1c(SCC(=O)O)nnc1C1CCCCC1	-4	-0.1	-2	-5	-2	x	-7	-21	0
COc1ccc(-n2nc3c(c2NC(=O)c2ccc(S(=O)(=O)N4CCOCC4)cc2)CS(=O)C3)cc1 (stereo not drawn)	-4	0.9	-8	-1	-18	1	-4	-9	-6
CCCCc1cc(O)c(CCCC)c(O)c1	11	-0.2	1	8	-10	-0.11	4	-32	-14
COc1ccc(-c2nnc3ccc(SC(C(C)=O)C(C)=O)nn23)cc1OC	-6	-0.8	-1	-1	24	-0.51	-6	-17[20 µM]	9
CC/C(O)=C1\C(=O)CC(C)(C)CC1=Nc1ccccc1C	x	-0.7	26	11	20	-0.69	-2	-22	-5
CCc1ccccc1NC(=S)NC1CC2CCCC(C1)N2Cc1cccs1 (stereo not drawn)	2	-0.3	-5	1	-3	-0.6	-16	-17[20 µM]	1
N/C(Cc1ccccc1)=N\OC(=O)c1cccc2ccccc12	13	0.5	3	10	-6	x	-6	-16	28

Entries of single compounds, looked up by structure:
`O=C(NCC(=O)N(CC1CCCO1)C1(C(=O)NC2CCCCC2)CCCCC1)c1ccccc1` (stereo not drawn) across the screens: Rad51 HR inh: 0; PERK inhibitor: -0.6; FXIa inh: -4; FXIIa inh: 20; hK5 inh: -11; KCC2 mod: -0.13; thrombin 1536: -9; Furin inh: -5[20 µM]; m-calpain inh: -9
`COc1cc(NC(=O)c2ccco2)c(OC)cc1NC(=O)Nc1cccc(Cl)c1` across the screens: Rad51 HR inh: -3; PERK inhibitor: 0.5; FXIa inh: 5; FXIIa inh: 7; hK5 inh: 46*; KCC2 mod: x; thrombin 1536: 18; Furin inh: -25; m-calpain inh: i
`COc1ccc(-n2nc3c(c2NC(=O)c2ccc(S(=O)(=O)N4CCOCC4)cc2)CS(=O)C3)cc1` (stereo not drawn) across the screens: Rad51 HR inh: -4; PERK inhibitor: 0.9; FXIa inh: -8; FXIIa inh: -1; hK5 inh: -18; KCC2 mod: 1; thrombin 1536: -4; Furin inh: -9; m-calpain inh: -6

(cont.)
SMILES	Rad51 HR inh	PERK inhibitor	FXIa inh	FXIIa inh	hK5 inh	KCC2 mod	thrombin 1536	Furin inh	m-calpain inh
COc1cc(NC(=O)c2ccccc2Cl)ccc1NC(=O)c1ccco1	-2	-0.7	1	6	-7	-0.77	0	-10[20 µM]	-4
CSc1nc(C=Nc2ccccc2Cl)c(O)n1Cc1cccc(Cl)c1	-41	-1.3	1	1	-3	-0.027	-2	-10	-4
O=C(CCC1CCCN(C(=O)Cc2cccc(F)c2)C1)N1CCN(c2ccccn2)CC1 (stereo not drawn)	-20	-1.1	-6	6	-15	-2.8	0	-21	-3
CC1CCc2c(nc3ncnn3c2N2CCN(c3ccccc3)CC2)C1 (stereo not drawn)	1	-0.2	-6	5	-27	-1.7	-3	-14	-1
COC(=O)COc1ccccc1C(N)=O	-1	-0.2	-4	-9	-32	1.4	-11	-6[20 µM]	-27
Clc1ccccc1CONc1ncnc2nonc12	-33	0.1	2	10	-8	-0.88	0	-13	5
CC(=O)Nc1ccc(OS(=O)(=O)c2ccccc2C)cc1	3	0.1	-7	6	-4	x	-13	-19	12
Cc1[nH]c2ccc(Br)cc2c(=O)c1CN1CCCCC1	-3	0.7	9	19	-6	x	6	-12	-3
N#Cc1c(N)nc2c(c1N)CC(CCl)O2 (stereo not drawn)	-2	0.8	-4	2	-23	0.046	-17	-12	-42
O=C(NCc1ccncc1)Nc1ccccc1	0	1.5	-10	13	-28	x	-16	-16[20 µM]	-3
CCCCn1c(SCC(=O)Nc2ccc(OC)cc2)nc2ccc(N3CCOCC3)cc2c1=O	1	-0.9	5	14	-15	1.3	1	-12[20 µM]	-460
O=C(CSCc1ccccc1Cl)N/N=C/c1ccco1	-99	-0.1	-3	2	-10	0.41	1	-18	-7
COc1ccc(C(=O)c2sc3nc(-c4ccccc4)ccc3c2N)cc1	-191	0.2	-4	0	-14	-1.4	-9	9	-15
O=C(CN1C(=O)c2cccc3cccc(c23)C1=O)N1CCCCC1	5	-1.1	17	9	-13	1.7	2	10	-2
COc1cc(C(O)P(=O)(OCCC(C)C)c2ccc(N(C)C)cc2)cc(OC)c1OC (stereo not drawn)	3	-1.7	-6	-5	-4	0.13	-6	-8	0
CCc1nnc2cccc(Cl)n12	-2	-0.3	-11	7	3	x	3	-14	-24
Cc1ccc(NCc2nnc(SCC(=O)N(Cc3ccccc3)C(C)(C)C)o2)c(C)c1	2	0.1	-7	-5	2	-0.72	-5	-10	60*
CCC(C)Nc1nc2c(c(=O)n(C)c(=O)n2C)n1Cc1ccc(Cl)cc1 (stereo not drawn)	4	x	3	9	-1	-0.027	-2	-28	10
COc1ccc(-n2ncc3c(=O)n(CC(=O)N4CCCc5ccccc54)cnc32)cc1	-1	-0.6	0	15	-4	0.49	-10	-10	24
Brc1ccc(C2=CSC3=NCCN23)cc1	5	1.3	10	12	5	-0.61	2	-26	-11
O=C(CCCC(=O)NCc1ccccc1)NCc1ccccc1	-9	1.5	3	7	-9	0.63	-6	-19	6
Cc1[nH]n2c(=O)c3c(nc2c1-c1cccc2ccccc12)CCC3	2	0.3	-1	7	-34	x	0	-17[20 µM]	-85
CCOC(=O)C1=C(C)N=C2SC(C)C(=O)N2C1c1ccc(OC(C)=O)c(OCC)c1 (stereo not drawn)	x	0.2	1	2	6	x	0	-5	14
CC(C)c1ccc(NC(=O)COc2ccc(S(=O)(=O)N3CCOCC3)cc2)cc1	-4	0.1	-1	16	0	0.018	5	-8[20 µM]	16
COc1cc(C(c2sc3nc(C)nn3c2O)N2CC(C)OC(C)C2)cc(OC)c1OC (stereo not drawn)	-1	0.8	5	18	0	0.23	0	-25	7

The results go on:
SMILES	Rad51 HR inh	PERK inhibitor	FXIa inh	FXIIa inh	hK5 inh	KCC2 mod	thrombin 1536	Furin inh	m-calpain inh
O=C(Nc1ccc(Br)cn1)C1CCN(S(=O)(=O)c2cccs2)CC1	-17	-1.0	0	3	0	0.19	-1	-8	15
CCOC(=O)C1(CCc2ccccc2)CCN(C(=O)c2cc(C)nc(C)n2)CC1	x	1.6	0	7	x	0.39	2	-19	13
CCCCNC(=O)c1cc2cc(OC)ccc2[nH]1	-7	1.1	-4	10	0	1	1	-29	-174
CCOC(=O)C1=C(c2ccccc2)NC(=O)NC1c1ccc(OC)cc1 (stereo not drawn)	5	-0.3	12	15	3	0.22	-2	-22	-7
O=C(Nc1cccc(C(F)(F)F)c1)C1CCCCC1	-1	0.2	-10	0	10	-2.1	-3	-4[20 µM]	32
O=C(COC(=O)c1ccc2c(c1)OCO2)Nc1nc(-c2ccccc2)cs1	x	1.2	-1	2	x	-0.063	-6	-18	-21
CCN(CC)CCNS(=O)(=O)c1ccc2[nH]cc(C(=O)O)c(=O)c2c1	6	0.8	9	4	-45	2.4	0	-10[20 µM]	-104
NS(=O)(=O)c1ccc(NS(=O)(=O)c2cccs2)cc1	1	2.0	-6	4	2	x	-1	-24[20 µM]	11
O=S(=O)(NC1CC1)c1ccc(S(=O)(=O)N(Cc2ccccn2)C2CC2)cc1	9	-0.7	-5	2	-2	0.55	-5	-7	-3
CC(C)(C)NCc1cc(Cl)ccc1OCc1ccccc1F	28	2.0	6	0	-7	-0.088	1	-23	-11
Clc1ccc(Cn2ncc3c(NCc4ccccc4)ncnc32)c(Cl)c1	x	0.0	-12	-2	-16	-0.032	-9	-13	19
CC1(C)Cc2ccccc2-c2nnc(-c3ccc(O)cc3)n21	x	0.8	-4	5	-18	-0.55	-9	-23	-8
O=C(CSc1nnc(CNC(=O)c2c(F)cccc2Cl)o1)NCc1ccc2c(c1)OCO2	-1	-0.8	4	5	-12	x	-2	-14[20 µM]	-20
CCOc1ccc(NC(=O)NC2CC(=O)N(c3ccc(OC)cc3)C2)cc1 (stereo not drawn)	0	0.2	5	3	0	-0.69	-1	-29	34
Cc1ccccc1NC(=O)/C=C/c1cccs1	x	0.8	4	11	23	x	4	-17	7
CC12C(=O)N(CCC(=O)O)C(=O)C1C1C=CC2C1 (stereo not drawn)	1	1.3	16	37	5	-0.32	-5	-12[20 µM]	12
NC(=O)c1sc(=S)n2c1[nH]c(=O)c1sccc12	1	1.2	9	15	16	0.14	-9	-16	-26
O=C(COc1ccccc1-c1ccccc1)NCCN1C(=O)S/C(=C\c2cccnc2)C1=O	-11	0.5	6	11	-4	-3.1	-2	-23	-34
CC1Cc2cc(/C=C3/SC(=S)NC3=O)ccc2O1 (stereo not drawn)	-8	-0.6	3	6	2	81*	-3	-18	14
CCCN(S(=O)(=O)c1ccc(OCC)cc1)S(=O)(=O)c1cccs1	1	-0.4	3	0	0	0.47	0	-14[20 µM]	17
O=C1C2C3C=CC(c4ccccc4)(C2C(=O)N1c1cccc(Cl)c1)C1C(=O)N(c2cccc(Cl)c2)C(=O)C31 (stereo not drawn)	x	-0.2	5	8	-6	-0.21	2	-1	-2

Screening data deposited in PubChem by several laboratories.

An excerpt, so the mix of outcomes need not match the whole.
